High-throughput results as filed in PubChem BioAssay.
D1 potentiator: human D1 dopamine receptor positive modulation; P21728; HEK293 TREx D1 cells, calcium flux, dopamine EC20 potentiation; potentiation, % at 10 µM; hit rate 0.036% among 360,000; in the data active means potentiation above about 30%; further: 0% is about no effect
Target sequence (P21728 whole entry, looked up): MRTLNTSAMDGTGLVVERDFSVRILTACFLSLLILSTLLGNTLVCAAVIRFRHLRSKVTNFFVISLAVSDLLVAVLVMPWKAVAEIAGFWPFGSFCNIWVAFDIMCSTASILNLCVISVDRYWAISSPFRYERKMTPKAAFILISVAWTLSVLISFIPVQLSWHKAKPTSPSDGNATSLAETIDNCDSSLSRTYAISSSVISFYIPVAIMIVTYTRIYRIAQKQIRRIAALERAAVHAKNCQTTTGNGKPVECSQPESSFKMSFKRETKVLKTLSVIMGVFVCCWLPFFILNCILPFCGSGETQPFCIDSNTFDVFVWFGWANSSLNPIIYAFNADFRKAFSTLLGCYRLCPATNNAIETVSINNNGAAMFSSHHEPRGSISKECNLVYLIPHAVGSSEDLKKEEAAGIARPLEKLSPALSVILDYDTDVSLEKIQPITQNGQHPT
D1 agonist: agonists of human D1 dopamine receptor. hit rate 1% among 360,000. activation, % at 2 µM. HEK293 T-REx D1 cells, calcium flux, agonist mode; in the data active means activation above about 30%; further: 0% is about no effect
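Agonism was scored from calcium flux recorded over 180 s (1 read/s) after pintool compound addition, following a 10-cycle baseline. Cells were inducible force-coupled HEK293 TREx D1, plated overnight at 30 C and loaded with no-wash calcium dye.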
TRHR enhancer: allosteric enhancers of human TRH receptor | P34981 | enhancement, % at 2 µM | AID 493056 | TRHR cells, fluo-8 calcium fluorescence, EC20 TRH enhancement | hit rate 0.66% among 360,000; in the data active means enhancement above about 30%; further: 0% is about no effect
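TRHR-expressing cells loaded with fluo-8 calcium dye were read kinetically (ex 480/em 530) during compound addition, then stimulated with an EC20 of TRH (10 nM final). Enhancement of the Gq-mediated intracellular calcium response was scored.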
RXFP1 antagonist: antagonists of human relaxin receptor RXFP1; activity change, negative = inhibition, % at 57.5 µM; HEK293-RXFP1, relaxin-stimulated cAMP HTRF, 30 min; active compounds read low; Q9HBX9; hit rate 0.59% among 350,000;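 active means activity change of -60% or lower, but not beyond a set lower limit; inconclusive means change between -60% and -40%, or beyond the set limit; inactive means change above -40%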; further: on the % scale 0 is the no-effect control and ±100 the full control effect
RXFP1 agonist: activates the human relaxin receptor RXFP1; Q9HBX9; HEK293T-RXFP1 cAMP TR-FRET, 30 min; response scale: percent of porcine relaxin response, buffer zero; Potency, µM (series often up to 57.5 µM), for the others: at the highest dose activation, usual class: activators; hit rate 0.3% among 370,000; active means well fitted activation curve with a large enough effect; inconclusive means small, poorly fitted or top-dose-only effect; further: potency means the concentration at half of the fitted maximal effect; on the % scale 0 is the no-effect control and ±100 the full control effect; nearly all actives have a fitted effect of over 60% in size; many of its hits are not listed in these tables
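Agonist response is measured as cAMP accumulation in an RXFP1-transfected HEK293T line under PDE4 inhibition. Values are scaled between buffer-only and 29 nM porcine relaxin, and EC50s come from standard Hill equation fits.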
D2 PAM: positively modulates the human D2 dopamine receptor allosterically; hit rate 0.34% among 340,000; potentiation, % at 10 µM; AID 485347; HEK293 T-REx D2, calcium flux, EC20 dopamine potentiation; P14416;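 active means potentiation over 3 SD above the plate norm, cut at about 30% in these data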; further: 0% is about no effect
Target sequence (P14416 whole entry, looked up): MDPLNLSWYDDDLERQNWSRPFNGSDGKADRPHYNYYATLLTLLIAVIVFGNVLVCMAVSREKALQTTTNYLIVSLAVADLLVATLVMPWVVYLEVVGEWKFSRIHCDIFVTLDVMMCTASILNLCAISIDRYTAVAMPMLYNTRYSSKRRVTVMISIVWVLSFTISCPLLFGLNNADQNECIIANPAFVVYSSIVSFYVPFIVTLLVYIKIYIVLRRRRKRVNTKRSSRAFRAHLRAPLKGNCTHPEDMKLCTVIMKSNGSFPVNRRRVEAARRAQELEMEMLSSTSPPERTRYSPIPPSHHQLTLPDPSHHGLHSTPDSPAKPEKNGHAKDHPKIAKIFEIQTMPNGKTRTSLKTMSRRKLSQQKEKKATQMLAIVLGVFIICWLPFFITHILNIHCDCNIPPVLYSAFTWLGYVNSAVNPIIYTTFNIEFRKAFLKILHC
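Tetracycline-induced HEK293 T-REx cells force-coupled to calcium signalling expressed D2; compounds were pin-added after a 10 s baseline, read kinetically 180 s, then an EC20 dopamine challenge followed with a further 180 s calcium read.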
D2 antag: antagonizes the human D2 dopamine receptor; HEK293 TREx D2 cells, calcium flux, dopamine EC80; AID 485344; P14416; hit rate 2% among 340,000; inhibition, % at 10 µM; in the data active means inhibition above about 30%; further: 0% is about no effect
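Calcium flux kinetic readout in an inducible HEK293 TREx D2 line plated overnight at 30 C. After 180 s compound exposure, an EC80 dopamine challenge follows with another 180 s kinetic read to detect antagonism.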
D2 agonist: D2 dopamine receptor (human) agonism; P14416; HEK293 T-REx D2 cells, calcium flux agonist mode; hit rate 0.53% among 340,000; activation, % at 2 µM;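 active means activation over 3 SD above normal in the single-dose calcium agonist read, cut at about 30% in these data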; further: 0% is about no effect
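Tetracycline-induced HEK293 T-REx cells with force-coupled D2 receptor, plated overnight at 30 C, loaded with no-wash calcium dye. After a 10 s baseline, compound was pin-added and calcium flux read kinetically for 180 s; calcium rises flagged agonists.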
D1 antagonist: human D1 dopamine receptor antagonism | P21728 | HEK293 TREx D1 cells, calcium flux, dopamine EC80; active compounds read low | activity change, negative = inhibition, % at 10 µM | hit rate 3.2% among 360,000 | AID 504652; in the data active means activity change below about -30%; further: on the % scale 0 is the no-effect control and ±100 the full control effect
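Tetracycline-induced HEK293 Trex D1 cells, force-coupled to calcium, dye-loaded; compounds added and read 180 s, then EC80 dopamine added and calcium flux tracked kinetically another 180 s.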
An asterisk follows results filed as active; ? = inconclusive; . = not tested or not shown. A portion of the library; count on the stated rates, not on these rows.

SMILES	D1 potentiator	D1 agonist	TRHR enhancer	RXFP1 antagonist	RXFP1 agonist	D2 PAM	D2 antag	D2 agonist	D1 antagonist
CCN(CC)C(=O)c1scc2c1OCCO2	-6	5	-11	-1	0.3%	.	.	.	-8
COc1cc(OC)c2c(-c3ccccc3)cc(=O)oc2c1C(CCN1CCCCC1)c1ccc2c(c1)OCO2 (stereo not given)	-10	30	-2	.	0.0%	-22	-9	-0.5	-16
COC(=O)c1sccc1NC(=O)c1c(C)noc1C	-10	0	-6	12	0.3%	14	-1	1.0	3
COc1ccc(N2CC(C(=O)OCC(=O)Nc3cccc(C)c3C)CC2=O)cc1 (stereo not given)	2	-1	6	-8	-1.1%	8	-5	-0.5	-7
CCn1c(N2CCN(C(=O)NC3CCCCC3)CC2)nc2ccccc21	-1	-1	-7	-8	-3.2%	7	11	-0.1	2
CCOC(=O)c1ccc(S(=O)(=O)N2CCN(C(=O)C3CSC4(C)CCC(=O)N34)CC2)cc1 (stereo not given)	-4	3	-3	0	-0.6%	9	-1	0.1	-10
O=C(c1cccc(C(F)(F)F)c1)N1CCN(S(=O)(=O)c2ccc(Cl)s2)CC1	-7	1	23	-14	0.9%	2	-12	0.4	15
O=C(CSc1nc2c(sc3ccccc32)c(=O)n1Cc1ccccc1)NCC1CCCO1 (stereo not given)	-2	1	-5	-5	0.6%	3	6	0.2	-1
COC(=O)c1ccc(C(=O)N2CCCC(CNC(=O)c3ccc(F)cc3)C2)cc1 (stereo not given)	1	1	3	-20	0.7%	3	-7	-0.8	-1
C=C[C@]1(C)C[C@H]1[C@H](NP(=O)(c1ccccc1)c1ccccc1)c1ccccc1	-1	-1	-13	.	1.4%	2	3	-1.6	-17
CCc1cc(=O)oc2c(C)c(OC(C)C(=O)N3CC[C@@]4(O)CCCC[C@H]4C3)ccc12 (stereo not given in full)	1	0	-1	.	1.5%	8	13	1.0	13
CCOCCCN(C(=O)Nc1ccc(Cl)cc1)C1CCN(C(C)=O)CC1	0	0	6	-9	6.4%	7	.	0.2	-30*
O=S(=O)(c1ccc(F)cc1)N1CCN(c2nc(-c3ccc(F)cc3)nc3cc(Cl)ccc23)CC1	-6	0	-1	.	.	.	.	.	-28
CC(C)(C)c1ccc(-c2noc(CCC(=O)NCc3ccco3)n2)cc1	-4	14	1	-27	0.4%	0	3	1.3	-1
COc1ccc(-c2cc(C(F)(F)F)n3nc(C(=O)NCCCn4ccnc4)cc3n2)cc1	4	4	22	-4	-2.7%	9	-5	1.2	-3
O=C(CSc1oc(-c2ccco2)nc1S(=O)(=O)c1ccc(Br)cc1)c1ccccc1	0	2	-1	-11	-2.7%	10	.	0.0	1
CC1CCC(NC(=O)Cn2c(=O)[nH]c3ccsc3c2=O)CC1 (stereo not given)	-4	2	8	-1	6.2%	.	.	.	18
Cc1ccc(C)c(N2CCN(C(=O)CN3C(=O)CSc4c3c(C)nn4-c3ccccc3)CC2)c1	-4	0	-6	.	-0.1%	-1	.	-0.3	9
CC(C)CN(C(=O)c1ccc(-n2cncn2)c([N+](=O)[O-])c1)C1CCS(=O)(=O)C1 (stereo not given)	0	1	0	-4	1.2%	-9	8	1.5	0
Cc1ccc(NC(=S)N(CCN2CCCCC2)Cc2ccco2)cc1	-4	1	5	-1	-1.7%	-20	13	-0.9	-8

Shown field by field: entries from further up
SMILES: Cc1ccc(NC(=S)N(CCN2CCCCC2)Cc2ccco2)cc1
  D1 potentiator: -4 | D1 agonist: 1 | TRHR enhancer: 5 | RXFP1 antagonist: -1 | RXFP1 agonist: -1.7% | D2 PAM: -20 | D2 antag: 13 | D2 agonist: -0.9 | D1 antagonist: -8

SMILES: CCOCCCN(C(=O)Nc1ccc(Cl)cc1)C1CCN(C(C)=O)CC1
  D1 potentiator: 0 | D1 agonist: 0 | TRHR enhancer: 6 | RXFP1 antagonist: -9 | RXFP1 agonist: 6.4% | D2 PAM: 7 | D2 antag: . | D2 agonist: 0.2 | D1 antagonist: -30*

Further compounds
SMILES	D1 potentiator	D1 agonist	TRHR enhancer	RXFP1 antagonist	RXFP1 agonist	D2 PAM	D2 antag	D2 agonist	D1 antagonist
O=C(C1=NNCC1c1ccccc1)C1CO1 (stereo not given)	-1	4	-9	4	3.2%	1	-1	0.8	0
COc1ccc2[nH]c(C(=O)Nc3cccc(C)n3)cc2c1	-16	2	4	?	4.0%	7	-11	0.4	1
Cc1sc(NC(=O)CN(C)C2CCCCC2)nc1-c1ccc2c(c1)CCN2S(=O)(=O)c1ccccc1	-5	3	4	.	1.3%	-3	-8	-0.1	4
Cc1ccc(S(=O)(=O)Nc2ccc3c(c2)OCCO3)cc1C	-10	2	4	-31	1.7%	7	2	-0.2	-6
COCCNC(=O)C(=O)N/N=C(\C)CC(=O)Nc1ccc2c(c1)OCO2	-2	1	3	-13	0.2%	.	0	-0.3	-9
CCn1nnc(NC(=O)c2c(OC)cccc2OC)n1	-5	2	-1	-8	0.2%	-3	-21	0.4	-6
O=C(Nn1c(-c2ccc(Br)cc2)nc2ccccc2c1=O)c1ccncc1	0	3	0	-5	0.3%	-5	1	0.1	-16
COc1ccc2[nH]c(=O)c(CN(CCO)S(=O)(=O)c3c(C)ccc4nsnc34)cc2c1	-8	1	1	8	0.0%	4	28	-0.1	0
CC(=O)Nc1ccccc1NS(=O)(=O)c1cccc([N+](=O)[O-])c1	-2	4	5	-40	-2.4%	3	1	0.6	0
COc1ccccc1OCCCn1c(C2CC(=O)N(c3ccccc3Cl)C2)nc2ccccc21 (stereo not given)	-1	-2	-5	.	0.4%	-1	.	0.7	25

12 of the compounds above, with values under each structure:
Values run as follows: D1 potentiator	D1 agonist	TRHR enhancer	RXFP1 antagonist	RXFP1 agonist	D2 PAM	D2 antag	D2 agonist	D1 antagonist
O=C(CSc1oc(-c2ccco2)nc1S(=O)(=O)c1ccc(Br)cc1)c1ccccc1
→ 0	2	-1	-11	-2.7%	10	.	0.0	1
CC1CCC(NC(=O)Cn2c(=O)[nH]c3ccsc3c2=O)CC1 (stereo not given)
→ -4	2	8	-1	6.2%	.	.	.	18
Cc1ccc(C)c(N2CCN(C(=O)CN3C(=O)CSc4c3c(C)nn4-c3ccccc3)CC2)c1
→ -4	0	-6	.	-0.1%	-1	.	-0.3	9
CC(C)CN(C(=O)c1ccc(-n2cncn2)c([N+](=O)[O-])c1)C1CCS(=O)(=O)C1 (stereo not given)
→ 0	1	0	-4	1.2%	-9	8	1.5	0
Cc1ccc(NC(=S)N(CCN2CCCCC2)Cc2ccco2)cc1
→ -4	1	5	-1	-1.7%	-20	13	-0.9	-8
O=C(C1=NNCC1c1ccccc1)C1CO1 (stereo not given)
→ -1	4	-9	4	3.2%	1	-1	0.8	0
COc1ccc2[nH]c(C(=O)Nc3cccc(C)n3)cc2c1
→ -16	2	4	?	4.0%	7	-11	0.4	1
Cc1sc(NC(=O)CN(C)C2CCCCC2)nc1-c1ccc2c(c1)CCN2S(=O)(=O)c1ccccc1
→ -5	3	4	.	1.3%	-3	-8	-0.1	4
Cc1ccc(S(=O)(=O)Nc2ccc3c(c2)OCCO3)cc1C
→ -10	2	4	-31	1.7%	7	2	-0.2	-6
COCCNC(=O)C(=O)N/N=C(\C)CC(=O)Nc1ccc2c(c1)OCO2
→ -2	1	3	-13	0.2%	.	0	-0.3	-9
CCn1nnc(NC(=O)c2c(OC)cccc2OC)n1
→ -5	2	-1	-8	0.2%	-3	-21	0.4	-6
O=C(Nn1c(-c2ccc(Br)cc2)nc2ccccc2c1=O)c1ccncc1
→ 0	3	0	-5	0.3%	-5	1	0.1	-16

The listing continues.
SMILES	D1 potentiator	D1 agonist	TRHR enhancer	RXFP1 antagonist	RXFP1 agonist	D2 PAM	D2 antag	D2 agonist	D1 antagonist
CCN(CC)CCCNC(=O)c1ccc2c(=O)n(Cc3ccc4c(c3)OCO4)c(=S)[nH]c2c1	1	0	-2	-15	0.4%	-8	16	-0.7	6
COc1cccc(C(=O)OC(C)C(=O)Nc2ccc3c(c2)OCO3)c1 (stereo not given)	0	3	4	-3	0.5%	12	6	-0.1	3
CCCCc1ccc(C(=O)c2c(N)c(C(=O)Nc3cccc(OC)c3)c3ccccn23)cc1	-2	1	0	-2	2.0%	-10	.	-0.6	-1
Cc1ccc(-c2nnc(SCC(=O)N/N=C/c3c(C)nn(-c4ccccc4)c3C)n2-c2ccc(C)cc2)cc1	5	0	-1	4	-0.6%	-5	-3	-1.0	7
Cc1ccc(-c2nnc(NC3CCCC3)s2)cc1	-2	2	-2	-8	0.9%	.	.	.	-4
Cc1cc(C(=O)CCl)c(C)n1CCc1ccc(F)cc1	-11	1	5	-23	0.3%	0	10	0.1	-14
CCNC(=S)N1CCN(CC(=O)Nc2ccc(Br)cc2)CC1	-7	5	1	19	0.3%	3	-1	0.4	-3
O=C(COC(=O)c1cccnc1Nc1ccccc1F)NC1CC1	-1	3	3	2	2.2%	-5	-1	0.2	2
COc1ccc(CC(=O)Nc2ccc(-c3ccc4nnc(C)n4n3)cc2)cc1OC	3	0	1	7	13%	-3	-3	0.0	-9
COc1ccc(OC)c(S(=O)(=O)N2CCC(C(=O)NCc3cccnc3)CC2)c1	1	0	3	-4	5.0%	1	5	1.2	4
Cc1ccc(N2CC(C(=O)OCC(=O)c3c(N)n(CC(C)C)c(=O)n(C)c3=O)CC2=O)cc1 (stereo not given)	-3	7	-1	-11	-0.7%	-4	-9	-0.2	-3
Cc1cc(N/N=C/c2ccc(O)cc2)nc(NS(=O)(=O)c2ccccc2)n1	-5	3	2	-2	0.9%	2	-8	-0.9	-13
COc1ccc(N/C=C/C(=O)c2sc(-c3ccccc3)nc2C)cc1	-2	20	0	-5	-0.3%	-1	9	0.2	-7
